# RTF Ca sens inh – cardiac RTF calcium desensitization; P19429+P45379; IANBD-labeled cardiac RTF, Ca2+ fluorescence; inhibition, % at 7.15 µM; hit rate 0.12% among 340,000;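 active = inhibition above the mean inhibition of all tested compounds plus 3 SD, cut at about 17% in these data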;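 also: assay run at fixed EC70 calcium of 1.6 mM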
# Keap1 Nrf2 FP – inhibitors of human Keap1-Nrf2 protein-protein interaction. AID 504523. hit rate 0.15% among 340,000. inhibition, % at 9.4 µM. Keap1 Kelch-Nrf2 peptide fluorescence polarization, 1536-well. Q14145; in the data active = inhibition above about 12%;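 also: human Keap1 Kelch domain with fluorescein labeled Nrf2 9mer peptide probe; 0% = neutral control wells and 100% = peptide positive control; higher means more block of Keap1 binding to Nrf2 peptide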
# HTR5A inv ag – HTR5A inverse agonism, opioid heterodimer counter-screen; AID 504634; inhibition, % at 9.3 µM; HTR5A cell line, luminescence; hit rate 0.083% among 340,000; P47898; in the data active = inhibition mostly above about 23%, no sharp cut-off; inactive = mostly below about 18%;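 also: 0% = cells with DMSO and 100% = no-cell wells with DMSO; some compounds called inactive have numbers as strong as hits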
# MOR-DOR ag – OPRM1-OPRD1 heterodimerization agonism; P35372+P41143; cells, luminescence; activation, % at 9.3 µM; hit rate 0.3% among 340,000; in the data active = activation above about 18%;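 also: 0% = vehicle-treated cells and 100% = reference agonist; values of inactives mirror those of a sister screen read the other way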
# Target sequence (P35372 whole entry, looked up): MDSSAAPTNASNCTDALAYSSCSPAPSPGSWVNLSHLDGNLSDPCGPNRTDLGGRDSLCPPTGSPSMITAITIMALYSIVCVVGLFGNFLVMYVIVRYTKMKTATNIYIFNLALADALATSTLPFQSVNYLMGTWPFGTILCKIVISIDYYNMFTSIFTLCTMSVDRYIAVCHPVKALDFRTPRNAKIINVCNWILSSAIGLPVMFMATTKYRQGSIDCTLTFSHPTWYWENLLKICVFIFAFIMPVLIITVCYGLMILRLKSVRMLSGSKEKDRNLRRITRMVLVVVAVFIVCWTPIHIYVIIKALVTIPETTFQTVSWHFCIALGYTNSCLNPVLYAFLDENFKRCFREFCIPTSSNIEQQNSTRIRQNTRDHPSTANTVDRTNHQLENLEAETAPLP
# Target sequence (P41143 whole entry, looked up): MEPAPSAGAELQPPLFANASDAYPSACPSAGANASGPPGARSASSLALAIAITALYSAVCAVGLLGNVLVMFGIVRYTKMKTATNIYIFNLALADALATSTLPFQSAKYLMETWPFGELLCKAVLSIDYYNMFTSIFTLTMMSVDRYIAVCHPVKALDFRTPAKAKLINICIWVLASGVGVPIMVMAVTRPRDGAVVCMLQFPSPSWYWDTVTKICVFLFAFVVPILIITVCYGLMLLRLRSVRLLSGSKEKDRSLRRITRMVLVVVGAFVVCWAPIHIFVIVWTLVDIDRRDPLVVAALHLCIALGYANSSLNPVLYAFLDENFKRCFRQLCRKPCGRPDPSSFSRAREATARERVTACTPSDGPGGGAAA
# OPRM1-OPRD1 inv – mu-delta opioid heterodimer inverse agonism; P35372+P41143; cell-based MOR-DOR heterodimer luminescence; inhibition, % at 9.3 µM; hit rate 0.21% among 340,000; in the data active = inhibition above about 22%, passing the limit was not always enough;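 also: 0% = cells with DMSO and 100% = wells without cells with DMSO; values of inactives mirror those of a sister screen read the other way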
# CAL PDZ FP – blocks peptide binding to the human CAL PDZ domain | AID 602252 | inhibition, % at 24.9 µM | purified CAL PDZ, TMR-peptide fluorescence polarization, 1 h | hit rate 0.92% among 300,000;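 active = mean inhibition of at least 30% with at least half of replicates also reaching 30%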;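 also: 0% = DMSO neutral control and 100% = excess unlabeled competitor peptide PRC23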
# C-LANA FP – KSHV C-LANA DNA binding inhibition; MBP-C-LANA/FAM-LBS DNA binding, fluorescence polarization; inhibition, % at 9 µM; hit rate 0.078% among 340,000; AID 504423;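 active = highest replicate inhibition at or above 60% at 9 µM, even if other replicates fall short; inactive = all replicates below 60% inhibition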;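 also: 0% = neutral control wells and 100% = 4 µM acridine orange control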
# cardiac RTF act – cardiac RTF calcium sensitization. IANBD-labeled TnC RTF fluorescence at EC20 calcium; 0% EC20 calcium, 100% full calcium. hit rate 0.24% among 340,000. activation, % at 7.2 µM. P19429+P45379. AID 493008;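 active = activation above the mean over all tested compounds plus 3 SD, cut at about 30% in these data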;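 also: rise in fluorescence read as greater calcium sensitivity of cardiac thin filaments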
# HTR5A ag ctr – activates human HTR5A in OPRM1-OPRD1 agonist counter-screen | HTR5A agonist assay, luminescence, cell-based | activation, % at 9.3 µM | hit rate 0.61% among 340,000 | AID 504692; in the data active = activation mostly above about 9.5%, no sharp cut-off; inactive = mostly below about 7.6%;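 also: 0% = cells with vehicle only and 100% = reference agonist; strong numbers were not always called active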
# V-ATPase pHluor – regulators of yeast V-ATPase proton transport | S. cerevisiae, pHLuorin cytosolic pH fluorescence | response, % at 10 µM | hit rate 0.37% among 350,000 | AID 504577; in the data active = response mostly above about 7.3%, no sharp cut-off; inactive = mostly below about 5.4%; also: actives read high; inactives centre near 0; some compounds called inactive have numbers as strong as hits; reference of the scale not given here
# An asterisk follows results filed as active; / = not tested or not shown.
# Each structure is followed by: RTF Ca sens inh, Keap1 Nrf2 FP, HTR5A inv ag, MOR-DOR ag, OPRM1-OPRD1 inv, CAL PDZ FP, C-LANA FP, cardiac RTF act, HTR5A ag ctr, V-ATPase pHluor
Cc1ccc(S(=O)(=O)CCC(=O)Nc2nccs2)cc1
 : 3, 2, -10, -2.6, 15, -6, -1.3, 1, 2, 3
FC(F)Sc1ccc(-n2cc(-c3ccc(Cl)cc3)[n+]3c2CCC3)cc1
 : 10, -2, -2, -1.2, 8, 1, -2.6, -10, 5, 3
Cc1ccc(C(=O)N2Cc3ccccc3CC2C(=O)O)cc1 (configuration not stated)
 : -2, 0, -24, -0.5, 3, 0, 0.3, 0, 9, 1
Cc1ccc(C(=O)NC(=S)NCc2cccnc2)cc1
 : -26, -6, 7, -1.3, 9, -1, -0.2, 1, -3, -4
Cc1ccc(C(=O)NNC(=O)OC(C)(C)C)c(Cl)c1
 : 1, 4, -15, -1.9, 11, -3, 4.1, 2, 1, -1
C=CC[C@H](CC(=O)NCCO)C(=O)N[C@H](COC(=O)[C@@H](CC=C)Cc1ccc(F)cc1)Cc1ccccc1
 : 3, -1, 20, -1.3, 7, 1, 1.1, 0, 8, 5
COc1ccc(CC2=CC(=O)c3ccccc3C2=O)cc1
 : -5, 0, 8, 1.9, -10, /, -0.8, -1, 9, -3
COc1ccccc1CNC(=S)Nc1ccc(F)cc1
 : 0, -2, -20, -0.5, 2, -10, -0.5, -1, 6, 0
O=C(C[C@H]1C/C=C\C[C@H](Cc2ccc(F)cc2)C(=O)OC[C@@H]2CCCN2C1=O)N[C@H](CO)Cc1ccccc1
 : -12, -8, -5, -1.4, 8, -6, 0.4, -1, 5, -6
CCc1ccc(N2C(=O)CN(CC(=O)OC)C2=S)cc1
 : -1, 0, -10, -3.6, 18, 1, -1.8, -4, 4, -2
O=C(N/N=C1/CCCc2ccccc21)C(c1ccccc1)c1ccccc1
 : -12, 3, -7, 2.6, -13, /, 0.7, -1, 7, -1
O=C(CN1CCCCC1)Nc1scc2c1c(=O)oc1ccccc12
 : -1, -4, 14, -3.5, 18, 0, -1.2, -3, -3, 1
CC(=O)c1ccccc1OC(=O)CCN1C(=O)c2ccccc2C1=O
 : 3, -4, 18, 0.8, -5, -4, 2.7, -2, 8, 6
CCn1cc(/C=N/NC(=O)COc2cccc3cccnc23)c2ccccc21
 : 8, -4, -42, -1.2, 6, -2, -0.7, 1, 3, -1
CC1CC(c2ccccc2)n2nc(NC(=O)CCc3ccccc3)nc2N1 (configuration not stated)
 : 4, 3, -7, -1.3, 5, /, 0.2, 0, 5, 11

# Overlap with the part before: 4 compounds; new compounds follow.
# Each structure is followed by: RTF Ca sens inh, Keap1 Nrf2 FP, HTR5A inv ag, MOR-DOR ag, OPRM1-OPRD1 inv, CAL PDZ FP, C-LANA FP, cardiac RTF act, HTR5A ag ctr, V-ATPase pHluor
O=C(CN1CCCCC1)Nc1scc2c1c(=O)oc1ccccc12
 : -1, -4, 14, -3.5, 18, 0, -1.2, -3, -3, 1
CC(=O)c1ccccc1OC(=O)CCN1C(=O)c2ccccc2C1=O
 : 3, -4, 18, 0.8, -5, -4, 2.7, -2, 8, 6
CCn1cc(/C=N/NC(=O)COc2cccc3cccnc23)c2ccccc21
 : 8, -4, -42, -1.2, 6, -2, -0.7, 1, 3, -1
CC1CC(c2ccccc2)n2nc(NC(=O)CCc3ccccc3)nc2N1 (configuration not stated)
 : 4, 3, -7, -1.3, 5, /, 0.2, 0, 5, 11
COc1ccc(CN2C(=O)c3oc4ccccc4c(=O)c3C2c2ccc(O)c(OC)c2)cc1 (configuration not stated)
 : -13, -5, -9, -1.8, 9, -1, -1.0, 1, 3, 0
O=[N+]([O-])c1ccc(COc2ccc(CNc3ccccc3)cc2)cc1
 : -10, -2, -4, 1.9, -11, -3, -0.1, -2, 1, 3
Cn1cnnc1SCCn1c(N2CCCCC2)nc2c1c(=O)[nH]c(=O)n2C
 : -7, -1, 11, -0.1, 1, -4, -1.2, 1, -4, -3
O=C(c1cnn2c(C(F)F)cc(C3CC3)nc12)N1CCc2ccccc2C1
 : -5, 1, -31, -1.8, 8, 5, 0.0, 1, 12, -1
Cc1ccc2ccc3cccc4ccc1c2c34
 : 3, -4, -7, 0.6, -3, 2, -0.1, -1, 2, 6
CCS(=O)(=O)Nc1cccc(C2=NN(S(=O)(=O)c3ccc(C)cc3)C(c3ccco3)C2)c1 (configuration not stated)
 : 0, -6, 0, 0.4, -3, 4, -1.5, 2, 0, 3
CN(C(=O)COC(=O)c1nc(Cl)ccc1Cl)c1ccccc1
 : -6, -3, 11, -2.2, 12, 0, -0.6, 3, 1, 2
O=C(c1nc2ccc(Cl)cn2c1CNCC[C@@H]1C[C@@H]2C=C[C@H]1C2)N1CCCCCCC1
 : -1, 1, -31, 1.2, -7, /, -2.9, 2, -4, -4
CCN(CC)S(=O)(=O)c1ccc(Cl)c(C(=O)NNC(=O)c2csc(N3CCOCC3)n2)c1
 : 3, 1, 13, -1.3, 5, 3, -0.2, -1, -3, 0
O=C(Nc1cccc([N+](=O)[O-])c1)C1C2CCCCC21 (configuration not stated)
 : -6, -2, 0, 0.0, 0, -1, -0.5, -2, 0, -2
Cc1c(C(=O)NC(=S)Nc2ccc(NC(=O)c3cccs3)cc2)cccc1[N+](=O)[O-]
 : -7, 2, 15, -2.8, 13, -4, 0.0, 0, -7, 0
NC(=O)CN(c1ccc([N+](=O)[O-])cc1)S(=O)(=O)c1ccccc1
 : -11, -2, -2, -0.5, 2, -2, -1.3, 9, 1, -1
CCN(Cc1ccc(O)cc1)CC1CCCN(CCc2cccc(F)c2)C1 (configuration not stated)
 : -3, -6, 25, 2.1, -10, -1, -0.6, -4, -7, -1
O=C(c1cccnc1)N1CCN(S(=O)(=O)c2ccc3ccccc3c2)CC1
 : 1, 1, 13, -2.0, 10, -1, -0.5, -6, -2, 2
COc1ccc(C(=O)Nc2ccccc2C(=O)NCC2CCCO2)cc1 (configuration not stated)
 : 2, -6, 0, -4.7, 24, -3, -1.6, -3, 0, 2

# Continuation:
SMILES | RTF Ca sens inh | Keap1 Nrf2 FP | HTR5A inv ag | MOR-DOR ag | OPRM1-OPRD1 inv | CAL PDZ FP | C-LANA FP | cardiac RTF act | HTR5A ag ctr | V-ATPase pHluor
O=C(C(Cc1ccccc1)n1cccc1)N1CCCCCC1 (configuration not stated) | -3 | -2 | 2 | -0.2 | 1 | / | -1.2 | 5 | -1 | -4
COc1ccc(N2CCN(C(=O)CCC(=O)NNc3nc4ccccc4c4nc(C)nn34)CC2)cc1 | -1 | 1 | 18 | -3.4 | 17 | -5 | -0.1 | -2 | -1 | 1
C=CCN1C(=O)c2ccccc2NC1c1cc(Br)cs1 (configuration not stated) | -9 | -3 | -2 | -2.5 | 13 | -3 | 0.0 | 18 | 1 | 0
O=C1c2cccc3cccc(c23)C(=O)C1(O)O | 0 | -3 | 15 | -9.1 | 46* | / | 5.6 | -1 | -4 | -4
CN=C1NC(C)(C)C2CCC(C)(CC2)S1 | 5 | 1 | -7 | -2.9 | 13 | -3 | -3.1 | -4 | 2 | 0
O=C(CSc1ccc(S(=O)(=O)N2CCCC2)cn1)Nc1ccc([N+](=O)[O-])cc1C(F)(F)F | -6 | 3 | -8 | 3.3 | -13 | -3 | -0.5 | -2 | 0 | -1
COc1ccc(C2CC(Cn3cc(C#N)c(=O)n(C)c3=O)ON2C)cc1 (configuration not stated) | / | -1 | / | / | / | -4 | 2.4 | / | / | 2
O=C(C1CCCN(S(=O)(=O)c2ccc(Cl)cc2)C1)N(Cc1cccs1)C1CC1 (configuration not stated) | -4 | -1 | -17 | -1.8 | 10 | 2 | 0.8 | 4 | 5 | -7
CC(Oc1ccc2c3c(c(=O)oc2c1)CCCC3)C(=O)NC1CC(C)(C)NC(C)(C)C1 (configuration not stated) | -1 | 4 | 7 | 1.4 | -8 | -2 | -0.8 | 3 | -2 | 2
Cc1ccc(/C=N/NC(=O)c2nnn(-c3nonc3N)c2CN(C)c2ccccc2)s1 | 1 | -4 | -32 | 0.7 | -4 | -6 | 0.4 | -4 | 7 | 0
O=C(NCC1COc2ccccc2O1)c1ccc(Cl)cc1 (configuration not stated) | -2 | -4 | -2 | 0.7 | -3 | 0 | -0.7 | 2 | 1 | -2
Nc1c(C(O)(C(F)(F)F)C(F)(F)F)ccc2ccccc12 | -5 | -2 | -25 | 6.7 | -38 | -2 | 0.2 | -3 | 1 | 0
OC1(CNCc2ccccc2)C2CC3CC(C2)CC1C3 (configuration not stated) | -5 | 1 | 1 | 0.2 | -1 | 1 | 2.7 | 4 | 0 | -1
CC(=O)N1CCC(=NNC(=O)CSc2cc(C)c(Br)cc2C)CC1 | -2 | -1 | -18 | 2.4 | -12 | 4 | -0.1 | 9 | 5 | 4
N/C(=N\OC(=O)CCCOc1ccccc1)c1ccccc1 | -1 | -1 | 4 | 2.2 | -10 | -10 | 1.9 | 0 | -1 | -2

# Just C-LANA FP, Keap1 Nrf2 FP and cardiac RTF act, for three of the compounds above:
canonical_smiles | C-LANA FP | Keap1 Nrf2 FP | cardiac RTF act
Nc1c(C(O)(C(F)(F)F)C(F)(F)F)ccc2ccccc12 | 0.2 | -2 | -3
OC1(CNCc2ccccc2)C2CC3CC(C2)CC1C3 (configuration not stated) | 2.7 | 1 | 4
CC(=O)N1CCC(=NNC(=O)CSc2cc(C)c(Br)cc2C)CC1 | -0.1 | -1 | 9

# New compounds follow:
SMILES | RTF Ca sens inh | Keap1 Nrf2 FP | HTR5A inv ag | MOR-DOR ag | OPRM1-OPRD1 inv | CAL PDZ FP | C-LANA FP | cardiac RTF act | HTR5A ag ctr | V-ATPase pHluor
O=C(C1=NN[C@@H]2C(=O)N(c3ccccc3C(F)(F)F)C(=O)[C@H]12)c1cnccn1 | -6 | -4 | -5 | -3.9 | 19 | 123* | 1.5 | 6 | 0 | -1
Cc1[nH]c2ccccc2c1SCc1nnc(SCc2ccc(Cl)cc2)n1C | -6 | 2 | -20 | 2.9 | -15 | / | -0.5 | -4 | -1 | -2
CC(Oc1ccc(Br)cc1)C(=O)Nc1cc(S(=O)(=O)N2CCOCC2)ccc1N1CCCC1 (configuration not stated) | -1 | 1 | 16 | -1.1 | 7 | -1 | -0.2 | -5 | -6 | -2
Nc1nccc(-c2cccs2)n1 | 1 | 2 | -1 | -3.6 | 17 | -5 | -0.6 | -2 | 1 | -3
CCCN(CC(=O)Nc1cc(Cl)ccc1Cl)C(=O)c1ccccn1 | -6 | -3 | 11 | -1.2 | 5 | 6 | -3.1 | -1 | -4 | -4
CC(Oc1ccccc1)C(=O)Nc1ccc(C(N)=O)cc1 (configuration not stated) | -9 | -3 | 1 | -2.4 | 13 | 1 | 0.9 | 2 | -2 | 2
CCCCC(=O)NC1(C(F)(F)F)NC(=O)N(Cc2ccccc2)C1=O (configuration not stated) | -8 | -5 | 4 | -0.4 | 2 | 20 | -0.6 | -3 | -1 | 0
COc1ccc(-n2nc3c(N4CCC(C(=O)NCc5cccc(C)c5)CC4)nnc(C)c3c2C)cc1 | -5 | -4 | -8 | 2.2 | -12 | -1 | -8.5 | 2 | 2 | 4
Cc1nc(C)n(C(Oc2ccc(Cl)cc2Cl)C(=O)C(C)(C)C)n1 (configuration not stated) | -8 | -2 | -13 | -2.4 | 12 | -3 | -1.6 | 6 | 5 | 4
Cc1ccc(NC(=O)NCCN2CCCCC2)cc1C | -3 | -2 | -21 | -0.7 | 4 | -4 | -1.5 | 0 | 5 | -1

# Screening results from PubChem BioAssay.
